Compound activity as filed in PubChem BioAssay.
M. tuberculosis = growth inhibition of non-replicating M. tuberculosis (AID 488890); inhibition, % at 25 µM; hits with a dose series show IC50 in µM; actives 0.39% (n = 320,000); Mycobacterium tuberculosis non-replicating, growth inhibition; higher % means a stronger effect; in the data active means a potency from the dose series; inconclusive means inhibition mostly from about 82% at the one dose, without a potency; inactive means the rest, 99 in 100 with inhibition below about 76%;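 further: plate controls were DMSO cells for no effect and high antibiotic wells for full effect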
PhoP GFP inhibition = PhoP regulon inhibitors, Salmonella typhi PhoP promoter GFP reporter, confirmatory (AID 1850); inhibition, % at 50 µM; hits with a dose series show IC50 in µM; actives 0.33% (n = 310,000); Salmonella Typhi PhoP-promoter GFP reporter, fluorescence, 4 h; higher % means a stronger effect; in the data active means a potency from the dose series; inconclusive means inhibition mostly from about 25% at the one dose, without a potency; inactive means the rest, 99 in 100 with inhibition below about 19%;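 further: 0% = induced wells with vehicle and 100% = uninduced wells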
M. tuberculosis HTS = M. tuberculosis growth inhibition, HTS (AID 449762); M. tuberculosis H37Rv growth inhibition, 7H9 media; higher % means a stronger effect; inhibition, % at 25 µM, or IC50 in µM where a hit was titrated; actives 0.59% (n = 330,000); in the data active means a potency from the dose series; inconclusive means inhibition above about 70% without an active follow-up result;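 further: bacterial growth assessed after seven days of incubation; strong numbers were not always called active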
VEEV TC-83 Vero = inhibitors of VEEV TC-83 cytopathic effect, confirmation, Vero cells (AID 588727); Vero cells, VEEV TC-83 cytopathic effect inhibition; higher % means a stronger effect; actives 0.13% (n = 350,000); inhibition, % at 20 µM; hits with a dose series show IC50 in µM; in the data active means a potency from the dose series; inconclusive means inhibition mostly from about 14% at the one dose, without a potency; inactive means the rest, 99 in 100 with inhibition below about 12%; further: strong numbers were not always called active
H1N1 NS1A inhibition = H1N1 influenza NS1A inhibitors, functional cell based assay (AID 504329). NS1A functional cell-based assay, percent inhibition; higher % means a stronger effect. actives 0.3% (n = 340,000). inhibition, % at 12.5 µM, or IC50 in µM where a hit was titrated; in the data active means a potency from the dose series; inconclusive means inhibition above about 27% without an active follow-up result; further: strong numbers were not always called active
VEEV TC-83 Vero 10K pilot screen = recorded beside VEEV TC-83 Vero, whose call it bears; inhibition, %; measured here: 10K pilot screen inhibition
* hit, by the source's call; i = inactive; ? = inconclusive; / = no result given.

Preview (seven entries):
SMILES	M. tuberculosis	PhoP GFP inhibition	M. tuberculosis HTS	VEEV TC-83 Vero	H1N1 NS1A inhibition	others
CC(C)c1ccc(-n2cccc2/C=C2/C(=N)N3C=CSC3=NC2=O)cc1	37.6%	-7.5%	?	?	3.3%
Cc1ccc(-c2noc(CN3CCN(C(c4ccccc4)c4ccccc4)CC3)n2)cc1	5.0%	-7.2%	6.8%	i	-18.1%
CC(=O)Nc1ccc(S(=O)(=O)NCC2CCC(C(=O)N3CCCCCC3)CC2)cc1 (stereo unspecified)	2.6%	5.0%	-0.8%	i	-25.0%
CC(C)C(OC(=O)c1cccs1)C(=O)NCCc1ccccc1 (stereo unspecified)	14.9%	4.7%	2.8%	i	7.2%
COc1cccc(NC(=O)NC2CC(=O)N(c3ccc4c(c3)OCCO4)C2)c1 (stereo unspecified)	-10.4%	-4.1%	-1.1%	2.6%	2.9%
CCN1C(=O)[C@H]2[C@@H](c3ccc(-c4ccc(Cl)c(Cl)c4)c(OC)c3)N3CCCC[C@@]3(C(=O)OC)[C@H]2C1=O	29.9%	/	2.7%	1.6%	9.0%
COc1ccc(S(=O)(=O)Nc2ccccc2-c2nnn(CC(=O)Nc3ccccc3OC)n2)cc1	-5.5%	-10.7%	5.0%	8.8%	-2.7%

Results, repeating the preview:
SMILES	M. tuberculosis	PhoP GFP inhibition	M. tuberculosis HTS	VEEV TC-83 Vero	H1N1 NS1A inhibition	others
CC(C)c1ccc(-n2cccc2/C=C2/C(=N)N3C=CSC3=NC2=O)cc1	37.6%	-7.5%	?	?	3.3%
Cc1ccc(-c2noc(CN3CCN(C(c4ccccc4)c4ccccc4)CC3)n2)cc1	5.0%	-7.2%	6.8%	i	-18.1%
CC(=O)Nc1ccc(S(=O)(=O)NCC2CCC(C(=O)N3CCCCCC3)CC2)cc1 (stereo unspecified)	2.6%	5.0%	-0.8%	i	-25.0%
CC(C)C(OC(=O)c1cccs1)C(=O)NCCc1ccccc1 (stereo unspecified)	14.9%	4.7%	2.8%	i	7.2%
COc1cccc(NC(=O)NC2CC(=O)N(c3ccc4c(c3)OCCO4)C2)c1 (stereo unspecified)	-10.4%	-4.1%	-1.1%	2.6%	2.9%
CCN1C(=O)[C@H]2[C@@H](c3ccc(-c4ccc(Cl)c(Cl)c4)c(OC)c3)N3CCCC[C@@]3(C(=O)OC)[C@H]2C1=O	29.9%	/	2.7%	1.6%	9.0%
COc1ccc(S(=O)(=O)Nc2ccccc2-c2nnn(CC(=O)Nc3ccccc3OC)n2)cc1	-5.5%	-10.7%	5.0%	8.8%	-2.7%
CCN(CC)c1ccc(C(=O)N/N=C(\C)c2cccnc2)cc1	-13.4%	13.7%	4.2%	i	-4.5%
O=C(/C=C/C=C/c1ccccc1)CC1(O)C(=O)Nc2ccccc21 (stereo unspecified)	56.7%	7.9%	8.0%	1.3%	-0.4%
COc1ccc2c(c1)OC[C@H]1[C@H]2N2C(=O)CN(Cc3ccccc3)C(=O)[C@@]2(C)[C@H]1c1ccccc1	/	/	/	i	8.9%	VEEV TC-83 Vero 10K pilot screen=3.8
O=C(Cn1cnc2ccccc21)NCCCN1CCOCC1	-10.6%	1.3%	0.5%	0.2%	-6.3%
CCCNS(=O)(=O)c1ccc(OCC(=O)Nc2ccc3c(c2)OCCO3)cc1	7.3%	2.4%	-4.5%	0.2%	1.6%
O=C(CCc1nnc(-c2ccc(-c3ccccc3)cc2)o1)NCCc1ccccn1	37.9%	-0.1%	6.1%	0.4%	-5.3%
O=C(CN1CCN(c2ccccn2)CC1)Nc1ccc2ccccc2c1	9.1%	19.9%	56.2%	0.2%	6.5%
CC(C)NC(=O)c1ccc2c(=O)n(CC3CCCO3)c(=S)[nH]c2c1 (stereo unspecified)	-7.1%	8.9%	-9.2%	2.6%	-6.5%
COC(=O)CNC(=O)C1CCN(S(=O)(=O)c2cccc3nsnc23)CC1	-3.4%	11.4%	4.4%	4.4%	8.9%
COc1cccc(CN(C)C(=O)CC23CC4CC(CC(C4)C2)C3)c1OC	49.5%	16.3%	3.4%	2.2%	8.0%
CC(=O)Nc1ccc(N2CCOCC2)c(C(=O)Nc2cccc(C)c2)c1	6.8%	-2.5%	-2.2%	4.4%	3.0%	VEEV TC-83 Vero 10K pilot screen=1.9
Cc1[nH]n(-c2ccccc2)c(=O)c1C=NC1CCCCCC1	2.4%	3.3%	-3.2%	0.3%	-11.6%
O=C1N2CCSC2=NC1(Nc1ccccn1)C(F)(F)F (stereo unspecified)	7.1%	-10.4%	-2.5%	0.4%	-47.0%
CC(C)CC(=O)Nc1ncnc2c1C(=O)CC(C)(C)C2	-7.1%	8.4%	-5.5%	0.7%	0.8%
CCCN(Cc1ccccc1)C(=S)Nc1cccc(C(F)(F)F)c1	25.2%	-3.7%	16.8%	2.2%	3.3%
O=C(c1noc2c1CCCCC2)N1CCN(C(c2ccccc2)c2ccccc2)CC1	/	/	/	1.8%	16.7%
COc1cc(/C=N/NC(=O)CNc2n[nH]c(=O)[nH]c2=O)ccc1O	3.9%	-3.6%	4.1%	0.5%	-6.1%
CC(=O)Nc1ccc(S(=O)(=O)N2CCN=C2C)cc1	-13.8%	2.1%	-1.3%	i	7.9%
COc1cccc(C(=O)CSc2nccn2C)c1	-10.9%	-4.8%	2.6%	0.2%	-15.3%
CC1CC(C)CN(C(=O)C(C)N(C)CC(=O)Nc2ccc(F)cc2)C1 (stereo unspecified)	6.4%	/	-2.8%	0.8%	-6.5%
Cc1cc(C)c(O)c(C2(O)C(=O)c3ccccc3C2=O)c1	13.0%	12.2%	0.7%	i	5.2%
Cc1nc(-c2nnc(SCC(=O)Nc3cc(Cl)cc(Cl)c3)n2C)cs1	5.5%	2.5%	-8.3%	7.3%	-18.0%
COc1ccc(S(=O)(=O)NCCc2ccc(F)cc2)cc1	8.3%	7.3%	-0.3%	0.5%	-3.3%
Cc1ccc(N(CC(=O)NCc2ccc(F)cc2)S(=O)(=O)c2cccs2)cc1	28.1%	-5.6%	6.0%	0.2%	1.3%
COc1ccccc1N1CCN(C(c2ccccc2)c2nnnn2CCc2ccccc2)CC1 (stereo unspecified)	43.0%	3.6%	1.9%	i	25.2%
NC(=O)[C@@H]1CC2(CC(c3cccc(NC(=O)[C@@H]4CCC(=O)N4)c3)=NO2)CN1C(=O)Cc1ccc([N+](=O)[O-])cc1 (stereo partly specified)	-6.5%	1.3%	4.4%	0.3%	5.9%
CCc1nnc(SCC(=O)Nc2ccc(F)cc2)o1	13.2%	-5.0%	-1.1%	0.6%	-1.9%
O=C(COC(=O)CCCOc1ccc(Cl)cc1Cl)Nc1cccc(Cl)c1	72.5%	-4.7%	-7.0%	0.5%	-6.4%
O=C(c1ccccc1)N1CCN(C2CC3CCC2C3)CC1 (stereo unspecified)	-15.6%	13.2%	-2.4%	i	4.4%
Cc1nc(CS(=O)(=O)c2ccccc2)cc(N2CCOCC2)n1	-5.9%	-13.5%	-4.4%	1.5%	-3.3%
CCN(C(=O)COC(=O)CNC(=O)C1CCCCC1)c1ccccc1	/	/	/	2.5%	-5.0%
O=CC(O)C1OC(=O)C(O)C1O (stereo unspecified)	/	/	/	2.4%	4.9%
O=C(O)CCCNC(=O)Cc1ccccc1	-13.0%	-0.4%	3.4%	2.2%	-3.4%
Cc1cc(NC(=O)c2ccc(Cn3nc(C)c(Br)c3C)o2)no1	5.2%	-3.4%	-1.9%	i	-13.6%
CSc1ccc(S(=O)(=O)NC(C)c2ccccc2)cc1 (stereo unspecified)	-3.8%	-4.2%	65.7%	3.9%	/
Cc1ccc(C(=O)NCCCN2CCN(CCCNC(=O)c3ccc(C)cc3)CC2)cc1	15.8%	2.0%	-11.2%	0.0%	-12.3%
O=C(NCc1ccc2c(c1)OCO2)c1cc2c(s1)CS(=O)(=O)C2	-0.9%	11.6%	0.1%	0.9%	-0.7%
Cc1ccc(Nc2ccc(N3CCN(c4ccc([N+](=O)[O-])cc4)CC3)nn2)cc1	-10.1%	-7.4%	4.0%	0.3%	9.2%
O=C(c1ccccc1)c1ccc(N2CCOCC2)c(F)c1	9.8%	16.0%	-0.2%	i	3.2%
COc1ccc(-c2nonc2NC(=O)c2oc3ccc(F)cc3c2C)cc1OC	4.7%	-4.8%	-5.0%	4.6%	-2.1%
O=S(=O)(c1ccccc1F)N1CCN(Cc2nc3ccccc3[nH]2)CC1	4.2%	3.8%	-2.5%	0.6%	-6.6%
O=C(NNC(=O)c1cccc(S(=O)(=O)N2CCN(c3ccccc3)CC2)c1)c1ccc(Cl)cc1	-20.2%	-18.2%	2.4%	0.0%	-3.0%
Fc1cccc(C2NC(=S)NC3=C2N2CCC3CC2)c1 (stereo unspecified)	-2.5%	9.7%	-12.0%	i	5.1%
Cc1cc(C(=O)N/N=C/c2cccnc2)c2ccccc2n1	-5.7%	-1.1%	-0.2%	1.7%	-10.7%
Cc1cc(NC(=O)COC(=O)C2CCCN2C(=O)c2cccs2)no1 (stereo unspecified)	-3.4%	7.6%	-7.7%	2.1%	7.9%
O=C(CCN1C(=O)/C(=C\c2ccccc2)SC1=S)NNC(=O)c1ccccc1O	/	4.2%	5.5%	2.5%	9.9%
Cc1ccccc1NS(=O)(=O)c1ccc(C(=O)N2CCCCCC2)cc1	8.0%	1.9%	2.5%	0.9%	0.9%
Cc1ccc(C(=O)NC2(C(Cl)Cl)N=C(c3ccccc3)N=C2N)cc1 (stereo unspecified)	-4.1%	-1.9%	-3.1%	1.0%	6.9%
CC1CN(Cc2ccco2)C(=S)NC1=O (stereo unspecified)	/	/	/	2.6%	-0.3%
Cc1cc(C)c2c(c1)/C(=c1/sc3n(c1=O)CN(c1ccccc1)CN=3)C(=O)N2	6.1%	6.9%	-1.1%	0.1%	0.7%
CC(C)C(NC(=O)C(C)N1C(=O)c2ccccc2C1=O)c1ccccc1 (stereo unspecified)	-25.2%	-0.5%	2.8%	i	1.2%
COc1cc(C(=O)Nc2ccc3nc(N4CCN(C)CC4)cc(C)c3c2)cc(OC)c1OC	34.0%	7.0%	2.6%	8.8%	1.2%
O=C1Oc2ccccc2C(=O)/C1=C/N1CCN(c2ccccc2F)CC1	54.0%	-1.9%	3.8%	2.5%	1.7%
The listing continues.
SMILES	M. tuberculosis	PhoP GFP inhibition	M. tuberculosis HTS	VEEV TC-83 Vero	H1N1 NS1A inhibition	others
CC1(C)Cc2ccccc2-c2nnc(SCC(=O)Nc3ccc4c(c3)OCO4)n21	-3.6%	-4.1%	1.9%	2.5%	-20.6%
Cc1ccc(S(=O)(=O)N2CCCCC2)cc1NC(=O)Cn1cnnn1	-2.6%	-5.6%	-5.7%	0.1%	9.4%
Cc1cc(=O)c(C(=O)Nc2cccc(C(=O)NC3CC3)c2)nn1-c1ccccc1Cl	5.8%	/	0.9%	2.0%	-6.0%
COc1ccc(CCC(=O)N2CCN(c3cccc(C)c3C)CC2)cc1	38.5%	-11.4%	8.8%	0.8%	5.2%
NC(=O)CSCc1c(Cl)cccc1Cl	-1.1%	-0.4%	3.1%	i	-2.3%
Nc1ccccc1C(=O)OCC(=O)N1CCc2ccccc21	/	/	/	1.1%	5.2%
COc1cc(/C=N\Nc2nc(-c3cccs3)c(NC(C)=O)s2)ccc1O	72.8%	8.2%	4.0%	9.1%	22.7%
C=C[C@H](CC(C)C)N(Cc1ccccc1)S(=O)(=O)N(Cc1ccccc1)[C@@H](C=C)CC(C)C	36.9%	/	0.0%	i	-21.6%
CCOc1ccc(N(CC(=O)NN=C2CCCC2)S(C)(=O)=O)cc1	16.4%	-7.0%	0.6%	i	5.8%	VEEV TC-83 Vero 10K pilot screen=0.4
COc1ccc(C(O)c2cc(OC)ccc2OP(=O)(N(C)C)N(C)C)cc1 (stereo unspecified)	-5.1%	0.3%	-6.2%	i	-1.3%
CCc1nc2c(cnn2-c2ccc(Cl)cc2)c(=O)n1-c1ccc(OC)cc1	4.8%	6.4%	-1.8%	1.4%	2.3%
CCN(CC)S(=O)(=O)c1cccc(NC(=O)C2SC(=Nc3ccc(C)cc3C)C(C(=O)NCC3CCCO3)=C2N)c1 (stereo unspecified)	23.6%	4.2%	0.0%	3.1%	-1.0%
Cn1ncc(Cl)c1C(=O)NCC1CCCO1 (stereo unspecified)	4.8%	-0.3%	-0.1%	2.2%	-5.8%
CC(C)COC(=O)c1ccc(NC(=O)C2C3C=CC(C3)C2C(=O)O)cc1 (stereo unspecified)	49.2%	4.7%	23.4%	0.9%	0.2%
Cc1ccccc1OCCN=Cc1c(O)n(C)c(=O)n(C)c1=O	8.0%	-6.5%	-2.9%	i	-9.6%
